From PubChem BioAssay
Pf gamet viab – inhibitors of late stage P. falciparum gametocyte viability; hit rate 0.065% among 150,000; AID 743093; P. falciparum stage V gametocytes, ATP luminescence, 24 h; inhibition, % at 10.9 µM;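 active = inhibition above the mean plus 3 SD of compounds within the control limits, set per campaign, cut at about 38% in these data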;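 also: 0% = DMSO wells and 100% = medium only without gametocytes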
* hit, by the source's call.

compound,Pf gamet viab
CC(C)Sc1nc2c(c(=O)[nH]c(=O)n2C)n1Cc1ccccc1,-18
CCOC(=O)C1=C(C)NC(=O)NC1C(C)C (configuration not stated),15
COc1ccc(C(=O)Nc2cccc3c2CCCC3)cc1,-10
CCC(CO)Oc1cc(NCc2cccc(C)c2)c2ncn(C(C)C)c2c1 (configuration not stated),2
COc1cccc(CNc2nc3ccc(NC(C)=O)cc3s2)c1,-14
COc1ccc2c(c1)OC[C@H]1[C@@H]2N2C(=O)[C@@H](C)NC(=O)[C@@]2(C)[C@H]1c1ccccc1,0
Clc1ccc(-c2ccc(CNCc3ccccn3)o2)cc1,5
C[C@H](CO)N1C[C@H](C)[C@@H](CN(C)S(C)(=O)=O)Oc2c(NC(=O)Nc3ccc(C(F)(F)F)cc3)cccc2C1=O,9
CC(C)NC(=O)N(C)C[C@H]1Oc2ccc(NC(=O)C3CC3)cc2C(=O)N([C@H](C)CO)C[C@@H]1C,-49
Cc1cccc(NC(=O)c2ccc(NS(=O)(=O)c3cccc4cccnc34)cc2)c1,6
O=C(NCCc1ccccc1C(F)(F)F)C1CCC(=O)N(CCCN2CCCC2=O)C1 (configuration not stated),-2
O=C(Nc1ccc(Cl)cc1Cl)c1cc2ccccc2o1,14
O=C(CNS(=O)(=O)c1ccccc1)NCC(=O)N1CCCCC1,2
O=[N+]([O-])c1ccccc1CNCCCCCO,17
CCOC(=O)[C@H]1[C@H]2COc3ccccc3[C@@H]2N2C(=O)c3cc(C)ccc3NC(=O)[C@@]12C,-3
CN1CCC(=O)N([C@H](CN=[N+]=[N-])Cc2ccccc2)CC1,7
O=C(CNC(=O)c1[nH]cnc1C(=O)NC(c1ccccc1)c1ccccc1)OCc1ccccc1,4
Cn1nnnc1Sc1ncnc2scc(-c3cccc4c3sc3ccccc34)c12,-14
O=C(CCCOc1ccc(Cl)cc1)NCCc1ccccc1,-12
COc1ccc(CN2[C@@H](CC(=O)O)c3ccc(C(F)(F)F)cc3S2(=O)=O)cc1,6
Cc1cc(NC(=O)Nc2ccc(Cl)cc2)no1,-16
Cc1cc(C)cc(Nc2ccc3nonc3c2[N+](=O)[O-])c1,12
Cc1cccc(NC(=S)NCc2ccccc2Cl)c1C,-19
C[C@H](CO)N1C[C@H](C)[C@@H](CN(C)C(=O)Nc2ccc(F)cc2)Oc2ccc(NS(C)(=O)=O)cc2C1=O,30
Cc1ccc(C)c(Nc2nc3ccccc3[nH]2)c1,21
CN1CCCC(OC(=O)c2ccccc2F)C1 (configuration not stated),-12
COc1ccc(-c2sc3ccc(N4CCOCC4)cc3c2C#CC2(O)CCCCC2)cc1,19
COc1cccc(NC(=O)Nc2cc(C)on2)c1,-12
Cc1sc(NC(=O)c2c(F)cccc2F)nc1-c1ccccc1,11
O=C(NCCCCc1ccccc1)C1CCCC1,15
CON(C)C(=O)CC(CNC(=O)OC(C)(C)C)c1ccc(Cl)cc1 (configuration not stated),10
COc1cc(NC(=O)c2ccccc2)c(OC)cc1NC(=O)Cc1ccccc1,-26
[O-][n+]1c(/C=C/c2ccccc2)ccc2ccccc21,-5
CC1(C)CC(=O)C2=C(C1)c1c(ccc3ccccc13)NC2c1ccc(OCC(=O)O)cc1 (configuration not stated),4
CCc1cc(C(=O)c2ccccc2)c(N)s1,7
COc1ccccc1-c1noc2ncnc(Nc3ccccc3C)c12,13
CC1CCN(C(=O)CN(Cc2ccc(F)cc2)S(C)(=O)=O)CC1,-4
O=C(NC1CCCCC1)C(c1ccncc1)N(Cc1ccc(F)cc1)C(=O)c1ccccn1 (configuration not stated),-5
CCCCCCSc1ccc([C@H]2N[C@@](Cc3ccccc3)(C(=O)OC)[C@H]3C(=O)N(C)C(=O)[C@@H]23)cc1OC,13
Cn1cnc2c(oc3ccccc32)c1=O,4
[2H]C(CCOS(N)(=O)=O)c1ccc(C(C)(C)C)cc1 (configuration not stated),13
c1ccc(C2Nc3cccc4cccc(c34)N2)cc1,6
CCN1CCN(CCC(=O)Nc2ccccc2)CC1,-5
NS(=O)(=O)c1ccc(NC(NC(=O)c2cccnc2)C(Cl)(Cl)Cl)cc1 (configuration not stated),1
O=C(c1ccccc1Cl)N1CCN(c2ncccn2)CC1,-17
Cc1ccccc1CN(c1ccc(C(=O)N2CCN(C)CC2)cc1)S(C)(=O)=O,-7
CCCn1c(=O)c2ccccc2n2c(SCC(N)=O)nnc12,14
Cc1ccc(SCC(=O)N/N=C/c2ccco2)cc1,-11
CN1CCc2c(sc3c2c(=O)n(-c2ccccc2)c2nnc(SCc4ccc(F)cc4)n32)C1,18
COc1ccc(CCNc2cc(N3CCN(C(=O)c4ccccc4OC)CC3)ccc2[N+](=O)[O-])cc1OC,-8

Five structures from above, sorted by heavy-atom count, highest first:
compound,Pf gamet viab
O=C(NC1CCCCC1)C(c1ccncc1)N(Cc1ccc(F)cc1)C(=O)c1ccccn1 (configuration not stated),-5
COc1cc(NC(=O)c2ccccc2)c(OC)cc1NC(=O)Cc1ccccc1,-26
CON(C)C(=O)CC(CNC(=O)OC(C)(C)C)c1ccc(Cl)cc1 (configuration not stated),10
Cc1sc(NC(=O)c2c(F)cccc2F)nc1-c1ccccc1,11
Cc1ccc(SCC(=O)N/N=C/c2ccco2)cc1,-11

Quoted from the listing:
Pf gamet viab result of `CN1CCCC(OC(=O)c2ccccc2F)C1` (configuration not stated) is entered as -12
Pf gamet viab result of `O=C(CNS(=O)(=O)c1ccccc1)NCC(=O)N1CCCCC1` is entered as 2
Pf gamet viab result of `CN1CCc2c(sc3c2c(=O)n(-c2ccccc2)c2nnc(SCc4ccc(F)cc4)n32)C1` is entered as 18
Pf gamet viab result of `[O-][n+]1c(/C=C/c2ccccc2)ccc2ccccc21` is entered as -5
Pf gamet viab result of `Cc1cc(C)cc(Nc2ccc3nonc3c2[N+](=O)[O-])c1` is entered as 12
Pf gamet viab result of `C[C@H](CO)N1C[C@H](C)[C@@H](CN(C)C(=O)Nc2ccc(F)cc2)Oc2ccc(NS(C)(=O)=O)cc2C1=O` is entered as 30

Additional compounds.
compound,Pf gamet viab
CC(C)C[C@H](NC(=O)c1nc[nH]c1C(=O)NCCNC(=O)OC(C)(C)C)C(=O)CNCCNC(=O)c1[nH]cnc1C(=O)N[C@@H](C)C(=O)OC(C)(C)C,5
c1ccc(CN(Cc2ccccc2)Cc2nnc(-c3cc4ccccc4[nH]3)s2)cc1,-49
COc1ccc(NC(=O)CSc2nnnn2-c2ccccc2OC)c(OC)c1,-4
Cc1ccc(NC(=O)c2nc[nH]c2C(=O)N2CCc3ccccc3C2)cc1,-11
S=c1[nH]nc(COc2ccc(Cl)cc2)n1-c1ccc(Cl)cc1,13
C=CCn1c(Oc2ccccc2F)nc2c1c(=O)n(C)c(=O)n2C,-14
COc1cccc(OC)c1C(=O)N1CCN(Cc2cccnc2)CC1,-9
Cc1ccc(OCCCCCCN2CCNCC2)cc1,16
COc1ccc(C2SCC(=O)N2c2ccc(C)cc2)cc1 (configuration not stated),8
O=C(Nc1cccc(NC(=O)c2cncc(Br)c2)c1)c1cncc(Br)c1,19
COC(=O)C1(Cc2cc(-c3cccc(Br)c3)no2)CCN(C(=O)OC(C)(C)C)CC1,21
O=[N+]([O-])c1cc([N+](=O)[O-])c(Oc2cncc(Cl)c2)cc1NC1CCCCCCC1,24
CC(C)CC(NC(=O)C1CCC(=O)N1)C(=O)NC(CC(C)C)C(=O)N1CCCC1C(N)=O (configuration not stated),-12
CCOc1ccccc1C1c2cc3c(cc2OC(C)(N2CCCC2)C1C)OCO3 (configuration not stated),-12
COCc1cccc(C2=CC(=O)C[C@H](c3ccc(F)cc3)C2)c1,16
O=C(CCN1CCCCC1)Nc1cccc(Br)c1,-6
CCC(Sc1ncccc1Nc1ccccn1)C(=O)O (configuration not stated),7
CN(C)S(=O)(=O)N1CCN(CC(=O)Nc2ccc(Br)cc2)CC1,3
CC1CCCCN1CC(O)COc1ccc(OCC(O)CN2CCCCC2C)cc1 (configuration not stated),2
CC1=C(C(=O)OCc2ccccc2)C(c2ccc([N+](=O)[O-])cc2)NC(=O)N1 (configuration not stated),-5
Cc1ccc(CNC(=O)N2CCN(c3ccc(C)cc3)CC2)cc1,2
O=C(C[C@@H]1C/C=C\C[C@@H](Cc2ccc(F)cc2)C(=O)OCCNC1=O)N[C@H](CO)Cc1ccccc1,-20
COc1cc(C(=O)NCCOc2ccc(C)c(C)c2)cc(OC)c1OC,1
O=[N+]([O-])c1ccc(COP(=O)(O)OCc2ccc([N+](=O)[O-])cc2)cc1,-7
C[C@]12C(=O)N(c3ccc(C(F)(F)F)cc3)C(=O)N1[C@@H]1c3ccccc3OC[C@@H]1[C@H]2c1ccccc1,3

Quoted at random: 3 compounds from above
compound,Pf gamet viab
COc1ccc(NC(=O)CSc2nnnn2-c2ccccc2OC)c(OC)c1,-4
CCOc1ccccc1C1c2cc3c(cc2OC(C)(N2CCCC2)C1C)OCO3 (configuration not stated),-12
COC(=O)C1(Cc2cc(-c3cccc(Br)c3)no2)CCN(C(=O)OC(C)(C)C)CC1,21

The listing continues.
SMILES,Pf gamet viab
C[C@H](NC(=O)c1nc[nH]c1C(=O)NCC(=O)OC(C)(C)C)c1ccccc1,7
O=C(Nc1cccc(C(=O)O)c1)/C(=C/c1cccc([N+](=O)[O-])c1)NC(=O)c1cccc(Br)c1,24
CC1CCN(C(=O)C(C)NCc2ccc(F)cc2)CC1 (configuration not stated),-8
O=C(O)COc1ccccc1/C=N/NC(=O)Cc1ccccc1,-2
CCOC(=O)C1=C(C)N=c2s/c(=C\c3cccc(OCC(=O)O)c3)c(=O)n2C1c1ccccc1 (configuration not stated),2
NC(=O)COc1ccc(NC(=O)CC23CC4CC(CC(C4)C2)C3)cc1,-14
NC(=O)CC(NC(=O)Cc1ccc(Br)cc1)c1ccc(NCCN2CCCC2)c([N+](=O)[O-])c1 (configuration not stated),6
CCOC(=O)c1ccccc1NC(=O)CN1CCC(n2nnc3cc(F)ccc32)CC1,-9
NC(=O)C(Cc1ccccc1)NC(=O)C12CC3CC(CC(C3)C1)C2 (configuration not stated),-16
NC(=O)c1ccc(-c2c(-c3ccccc3)sc3ccccc23)cc1,-7
C=C[C@@H]1c2ccccc2N(S(=O)(=O)c2ccc(C)cc2)[C@H](c2ccc(C(=O)OC)cc2)C1(C#N)C#N,-7
O=C(O)/C=C(/c1ccccc1)C(F)(F)F,-2
O=c1oc(-c2cccc([N+](=O)[O-])c2)nc2ccccc12,-1
O=C(C[C@H]1C/C=C\C[C@@H](Cc2ccc(F)cc2)C(=O)O[C@@H](c2ccccc2)CNC1=O)NCCO,-3
O=C(NCC1CC1)C1(C(F)(F)F)CC(CCc2ccccc2)CCCO1 (configuration not stated),-47
Cc1ccc(S(=O)(=O)N2CCN(C)CC2)cc1,-1
CCOC(=O)C1=C(C)N(CCCC(=O)O)C(=O)NC1c1ccc2ccccc2c1 (configuration not stated),33
OC(CNC1CCCC1)COc1ccc(F)cc1 (configuration not stated),-5
CCCCC/C=C/C1=CC(=O)C[C@H](c2ccc3c(c2)OCO3)C1,19
CC(=O)Oc1ccc(-c2csc(Nc3ccc(Cl)cn3)n2)cc1,-4
CC(=O)Oc1ccc(C(=O)Nc2ccccc2C(=O)Nc2cccc(C(=O)O)c2)cc1,19
CCCN1CCC(=O)N([C@H](CSc2ccccc2)CC(C)C)CC1,14
CC(=O)OC1CCC2C3CCC4=CC(=O)CCC4(C)C3CCC2(C)[C@]1(C)O (some centres not stated),1
COc1cc2ccccc2cc1C(=O)Nc1ccc(Br)cn1,22
CCOc1ccccc1NC(=O)C1COc2ccccc2O1 (configuration not stated),4
O=C(CSc1nccc(=O)[nH]1)Nc1ccc(Oc2ccccc2)cc1,-3
Cc1ccc(NS(=O)(=O)c2ccc(NC(=O)c3ccccc3C(=O)O)cc2)c(C)c1,9
Cc1nc2ccccc2c(N)c1C(=O)/C=C/c1ccccc1,3
CN(C)C(=O)c1ccc(-c2nnc(OCc3nc4ccccc4n3C)c3ccccc23)cc1,-3
Fc1cccc(CN2CCSCC2)c1,7
Cc1cc(C)nc(NC(=O)c2ccc(Br)s2)n1,3
CCCCn1c(CCc2ccccc2)nc2cc3[nH]c(=O)c(C(C)C)nc3cc21,-2
COc1ccc(-c2cc3cc(F)ccc3cn2)cc1,7
O=C(C[C@@H]1C/C=C/CC[C@H](Cc2ccc(F)cc2)C(=O)O[C@H](c2ccccc2)CNC1=O)NCCO,28
C[C@H](CO)N1C[C@H](C)[C@@H](CN(C)Cc2ccc(Cl)c(Cl)c2)Oc2ccc(NC(=O)Cn3cnnn3)cc2C1=O,14
COc1cc(CN2CC(C)OC(C)C2)cc(OC)c1 (configuration not stated),0
S=C(Nc1ccc(Cl)cc1Cl)N1CCN(c2ccccn2)CC1,2
CC(c1ccccc1)n1c(N2CCNCC2)nc2c1c(=O)[nH]c(=O)n2C (configuration not stated),-10
COCCNC(=O)C1Nc2ccc(C(F)(F)F)cc2C2C=CCC12 (configuration not stated),-16
CC(C)(C)c1cc(OC(=O)C2CCCC2)ccc1O,-9
CCCCc1c(C)nc2ccc(OC)cc2c1SCCC(=O)O,-1
Cc1c(Cl)cccc1NC(=O)Cc1cccs1,-6
N#Cc1ccc(C(=O)Nc2cc(-c3ccccc3)nn2-c2ccccc2)cc1,-19
CCCCCCNc1c([N+](=O)[O-])cc(C)cc1[N+](=O)[O-],4
Cn1ccnc1COc1ccc(C=O)cc1,-6
CCc1ccc(Nc2n[n+](-c3ccccc3)c(-c3cccc(Cl)c3Cl)s2)cc1,-27
OCC[C@H]1C[C@@H](O)[C@H](O)[C@]2(CCc3ccccc3O2)O1,-2
COc1ccc(C)cc1N(CC(=O)N1CCCCCC1)S(C)(=O)=O,9
FC(F)(F)c1ccc2c3n(nc2c1)CCN=C3c1ccc(Cl)cc1,7
CN1CCN(c2nc3c(c(=O)[nH]c(=O)n3C)n2Cc2ccccc2)CC1,-12
CCN(CC)c1nc2c(c(=O)[nH]c(=O)n2C)n1CCCc1ccccc1,2
O=C1c2ccccc2C(=O)N1Cc1nc(-c2ccccc2)no1,1
Cc1ccc(C(=O)Nc2cccnc2)cc1Cl,-3

These rows are one share of the data, so the mix of outcomes need not match the whole.
